ST2 inh = IL1RL1 inhibition; AID 1259354; Q01638; actives 2.3% (n = 78,000); inhibition, % for hits at 17 µM; AlphaLISA ST2-Fc/biotin-IL-33 interaction, 1 h; in the data active = inhibition above about 30%; inconclusive = mostly about 10% to 28%
Target sequence (Q01638 whole entry, looked up): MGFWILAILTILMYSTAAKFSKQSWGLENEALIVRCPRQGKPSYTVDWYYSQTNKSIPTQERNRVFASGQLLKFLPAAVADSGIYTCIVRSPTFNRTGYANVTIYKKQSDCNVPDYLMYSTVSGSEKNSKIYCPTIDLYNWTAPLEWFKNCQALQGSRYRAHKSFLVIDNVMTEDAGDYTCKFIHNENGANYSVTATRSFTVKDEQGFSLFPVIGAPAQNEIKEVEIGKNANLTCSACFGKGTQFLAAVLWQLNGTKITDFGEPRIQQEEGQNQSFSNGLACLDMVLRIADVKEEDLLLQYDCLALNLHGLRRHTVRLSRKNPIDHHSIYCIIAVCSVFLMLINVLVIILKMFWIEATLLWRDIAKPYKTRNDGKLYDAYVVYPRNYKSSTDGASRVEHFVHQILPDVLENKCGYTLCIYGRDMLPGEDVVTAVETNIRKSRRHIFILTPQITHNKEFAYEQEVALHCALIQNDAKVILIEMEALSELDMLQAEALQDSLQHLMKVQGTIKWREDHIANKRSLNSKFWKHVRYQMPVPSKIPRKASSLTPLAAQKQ
The depositor's hits bear a star; i = inactive; ? = inconclusive. The list is partial; count on the stated rates, not on these rows.

SMILES | ST2 inh
CC1CCN(C(=O)CSc2nnc(Cc3cc(=O)[nH]c(=O)[nH]3)n2-c2ccccc2)CC1 | i
Cc1cc(C)n(CCNC(=O)c2ncc[nH]2)c(=O)n1 | i
O=C(Nc1ccccc1)N1C[C@@H]2C[C@H](C1)c1ccc(-c3ccccc3CN3CCOCC3)c(=O)n1C2 | i
COCCn1c(CNC(=O)c2cccc(C)c2)nc2cccnc21 | i
CN/C(=C\[N+](=O)[O-])NCCSCc1ccc(CN(C)C)o1 | i
CC(C)c1cc(CN2CCN(Cc3ccsc3)C(CCO)C2)[nH]n1 (stereo unspecified) | i
COc1cc2c(cc1OC)C1=CC(=O)C(=O)N1C(C)(C)C2 | ?
O=[N+]([O-])c1cccc(-c2noc([C@@H]3C[C@@H](O)CN3Cc3cccc(OC(F)(F)F)c3)n2)c1 | ?
COc1ccc(NS(=O)(=O)c2ccc3c(c2)CCN3C(=O)C2CC2)cc1OC | ?
COc1ccc(CN2CCC(C(=O)NCc3ccccc3Cl)CC2)c(OC)c1 | i
O=C(CCNc1cc(C2CCNCC2)ncn1)NC1CCCCC1 | i
COCCCNC(=O)c1cn(CC(C)C)c(=O)c2c1c1ccccc1n2C | i
C/C(=C\c1ccccc1)CN(C)C1CCN(C)CC1 | i
CCc1ccccc1NS(=O)(=O)c1cc(Br)cc2c1N(C(=O)C1CC1)CC2 | i
Cc1noc(C)c1CNC(=O)CN1C(=O)N(C)Cc2ccccc21 | i
CC(=O)NC1=C(N2CCN(Cc3ccccc3)CC2)C(=O)c2ccccc2C1=O | ?
CC(C)OCCCNC(=O)c1cc(-c2ccc(Cl)s2)nc2ccccc12 | ?
CC1CCN(c2nc3c(c(=O)n(Cc4ccc(Br)cc4)c(=O)n3C)n2C)CC1 | ?
CSCC(=O)N1CC[C@H](NC(=O)Nc2cccc(SC)c2)[C@H]1C(=O)N[C@@H](Cc1cccs1)C(N)=O | ?
Cc1cc(Cl)ccc1OCC(=O)Nc1ccc(NC(=O)c2ccco2)cc1 | i

Next section, overlapping the part above by four compounds.
SMILES | ST2 inh
CC(C)OCCCNC(=O)c1cc(-c2ccc(Cl)s2)nc2ccccc12 | ?
CC1CCN(c2nc3c(c(=O)n(Cc4ccc(Br)cc4)c(=O)n3C)n2C)CC1 | ?
CSCC(=O)N1CC[C@H](NC(=O)Nc2cccc(SC)c2)[C@H]1C(=O)N[C@@H](Cc1cccs1)C(N)=O | ?
Cc1cc(Cl)ccc1OCC(=O)Nc1ccc(NC(=O)c2ccco2)cc1 | i
CCC(=O)N1CCc2cc(Br)cc(S(=O)(=O)NCCN3CCCCC3C)c21 (stereo unspecified) | i
Cc1ccc(C(=O)NCCNS(=O)(=O)c2ccccc2[N+](=O)[O-])cc1 | i
CC(=O)Nc1ccc(S(=O)(=O)N2CCCC2)cc1 | i
CC(C)CN1CCC(CNC(=O)c2ccc(NC3CCN(C)CC3)nc2)C1 (stereo unspecified) | i
CCCS(=O)(=O)N1CCN(C(=O)c2cccc(OC)c2OC)CC1 | i
Cc1ccccc1Cn1c(-c2ccccc2F)nc2ccccc2c1=O | i
COc1cc(NC(=O)c2cc([N+](=O)[O-])ccc2Cl)c(OC)cc1Cl | ?
COc1cc2c(cc1OC)CN(Cc1ccccc1Cl)CC2 | i
COC[C@H]1CCCN1C(=O)CC[C@H]1CNC(=O)[C@@H]2[C@@H](CCN2CC(C)(C)C)N1C | i
COc1ccc(C2C3=C(CCCC3=O)Nc3nc(SCc4ccccc4Cl)nn32)cc1 (stereo unspecified) | ?
COc1ccc(CN2CCN(c3ccc(F)cc3)CC2)c(OC)c1OC | i
O=C(NC(Nc1ccc(I)cc1)C(Cl)(Cl)Cl)c1cccs1 (stereo unspecified) | i
O=C1CSC(c2ccc([N+](=O)[O-])cc2)N1c1cc(Cl)ccc1O (stereo unspecified) | ?
O=C1CC(c2ccnn2-c2ccccc2)c2ccc(N3CCOC3=O)cc2N1 (stereo unspecified) | i
COc1ccc(C2=NN(S(=O)(=O)c3ccccc3)C(c3cccc([N+](=O)[O-])c3)C2)cc1OC (stereo unspecified) | i
Cc1[nH]cnc1C(=O)N1CCN(C2CCc3ccccc3C2)CC1 (stereo unspecified) | ?
Cc1cc2ccccc2c(=O)n1CC(=O)NCC(=O)Nc1cccc(C(F)(F)F)c1 | i
Cc1ccc(N2CC(NC(=O)c3cccs3)CC2=O)cc1 (stereo unspecified) | ?
CN(C)CCNC(=O)c1ccc2c(c1)NC(=O)C(N1CCCCC1)S2 (stereo unspecified) | i
O=c1cc(-c2ccccc2)[nH]c2nc(Cl)ccc12 | ?
COc1ccccc1N=c1oc2ccccc2cc1C(=O)NC(C)=O | i
O=C(O[n+]1ccc(N2CCOCC2)cc1)N(c1ccccc1)c1ccccc1 | i
O=C(CCc1ccccc1)Nc1c(-c2ccc(F)cc2)nc2ccccn12 | i
COc1ccccc1OCCOC(=O)Nc1ccccc1 | i
COc1ccc(-c2cc(C(=O)Nc3nccs3)c3ccccc3n2)c(OC)c1 | ?
COc1ccc(C(O)=C2C(=O)C(=O)N(CCN(C)C)C2c2cccnc2)cc1OC (stereo unspecified) | i
N#Cc1cccc(CN2C[C@H](O)C[C@H]2c2nc(Cc3ccccc3)no2)c1 | i
O=C1CC(Nc2ccc(Br)cc2)C(=O)N1c1cccc(Cl)c1 (stereo unspecified) | 32.0%*
Cc1ccccc1Cn1cc(NC(=O)c2cc(CC(C)C)on2)cn1 | i
CC(c1ccon1)N(C)CC(=O)Nc1nc2ccccc2[nH]1 (stereo unspecified) | ?
COc1ccc(-c2nc[nH]c2[N+](=O)[O-])cc1 | i
O=C(CN1N=C(c2ccccc2)CCC1=O)NC1CCCCC1 | i
COc1ccccc1/C=C1\N=C(c2ccc(C)c([N+](=O)[O-])c2)OC1=O | i
COc1ccc(-n2cccn2)c([C@@H]2C[C@H](NC(C)=O)C[C@H](CC(C)C)O2)c1 | ?
Cn1ncc([N+](=O)[O-])c1C(=O)Nc1ccc(I)cc1 | i
COc1ccc(C(O)=C2C(=O)C(=O)N(CCCN(C)C)C2c2ccc(F)cc2)cc1 (stereo unspecified) | i
O=C(Nc1ccc(Cc2ccncc2)cc1)C(F)(F)F | i
COc1ccc(F)c(F)c1CN1CCC2(CCNC(=O)CC2)CC1 | ?
Cc1cc(S(=O)(=O)n2nnc3cc(Cl)ccc32)ccc1Cl | i
CN(C(=O)c1coc(CN2CCN(Cc3ccccc3)CC2)n1)C1CCCCC1 | i
OC[C@H]1O[C@@H](O[C@H](CCCCc2ccc(O)c(O)c2)CCc2ccc(O)c(O)c2)[C@H](O)[C@@H](O)[C@@H]1O | i
COc1cccc(CNC(=O)C2C3C=CC4(CN(Cc5ccccc5Cl)C(=O)C24)O3)c1 (stereo unspecified) | i
COc1ccc(NC(=O)CCCn2nc(C)c([N+](=O)[O-])c2C)c(OC)c1 | i
Cc1cc(N2CCCC2)nc(N2CCN(S(=O)(=O)c3ccccc3)CC2)n1 | ?
CCCC1(C2CCN(C(=O)COc3ccccc3)CC2)NC(=O)N(CCc2ccccn2)C1=O (stereo unspecified) | i
COc1ccc(OC)c(NC(=O)c2ccc(C)c(Cl)c2)c1 | i
Cc1nc(SCC(=O)Nc2nc(-c3ccc(Br)cc3)cs2)n[nH]1 | i
O=C(Nc1nc2ccccc2n1CCOc1ccccc1)c1cccs1 | i
COc1cc(-c2cc(-c3ccccc3)nc(SCC(=O)O)c2C#N)cc(OC)c1OC | ?
O=C(CSc1nc2c(sc3ccccc32)c(=O)n1-c1ccccc1)N1CCCC1 | i
O=C(Cc1ccc(Cl)cc1)Nc1ncc([N+](=O)[O-])s1 | i
O=C(O)[C@H]1C[C@@H](C(=O)NCc2ccncc2)CN(C(=O)CCC2CCCC2)C1 | ?
CCOc1ccccc1NS(=O)(=O)c1cc(C)ccc1OC | i
CCN(Cc1noc(CC(C)C)n1)C(=O)c1cc(C)[nH]c(=O)c1 | ?
CCn1c(C2CCCN(C(=O)Cn3ccc4ccccc43)C2)nn(C)c1=O (stereo unspecified) | i
CCCCNC(=O)NS(=O)(=O)c1ccc(N=Cc2cccs2)cc1 | i
CCNC(=O)N[C@H]1[C@H](O)[C@@H](N2CCOCC2)[C@@H]2OC[C@H]1O2 | i
Cc1cccc(C(=O)Nc2ccc(C#N)cc2)c1 | i
CCOc1ccc(-c2cn(-c3ccc(C)cc3)c(=O)[nH]2)cc1 | ?
CC(=O)Oc1cc2c(C(=O)NCCN3CCOCC3)c(C)oc2c2ccccc12 | i

Grouped by structure: the entries above containing a cyano group
SMILES | ST2 inh
N#Cc1cccc(CN2C[C@H](O)C[C@H]2c2nc(Cc3ccccc3)no2)c1 | i
COc1cc(-c2cc(-c3ccccc3)nc(SCC(=O)O)c2C#N)cc(OC)c1OC | ?
Cc1cccc(C(=O)Nc2ccc(C#N)cc2)c1 | i

The results go on.
SMILES | ST2 inh
COc1cc(C(=O)Nc2ccccc2Oc2ccccc2)cc(OC)c1OC | i
Fc1ccc2nc([C@H]3CCN(Cc4ccc(F)c(F)c4)C3)[nH]c2c1 | i
O=C(Nc1cccc(N2CCCS2(=O)=O)c1)c1ccc(Br)cc1 | ?
OCc1ccc(CN2C[C@H](O)C[C@H]2c2nc(-c3ccc(F)cc3)no2)o1 | ?
COc1cccc(NC(=O)NC[C@H]2O[C@@H](CO)[C@@H](O)[C@H]2N2CCN(c3ccc(F)cc3)CC2)c1 | ?
c1ccc(-c2csc(C3COc4ccccc4O3)n2)cc1 (stereo unspecified) | i
CS(=O)(=O)N1CCN(C(=O)COc2ccc(Cl)cc2)CC1 | i
COc1ccccc1N1CCN(C(=O)c2ccccc2F)CC1 | i
CCc1ccc(-c2nc(CSCC(=O)N3CCN(c4ccccn4)CC3)c(C)o2)cc1 | i
CC1=C[C@@H](CNC(=O)COc2ccccc2)[C@H](C(C)C)C[C@H]1CC(=O)NCc1ccccn1 | i
Nc1ncc(CN2CCN(c3cccc(C(F)(F)F)n3)CC2)cn1 | i
Cc1cc(=O)[nH]c(N2CCOCC2)n1 | i
CCc1cc(N2CCCN(C(=O)COC)CC2)nc(N2CCOCC2)n1 | i
O=C(c1nc2ccccc2[nH]c1=O)N1CCC(N2CCCC2=O)CC1 | i
C=CCOc1ccccc1/C=C1/C(=O)N(c2ccc(Cl)c(Cl)c2)N=C1C | ?
COCC(C)NC(=O)c1cc2c(=O)n3ccccc3nc2n1C (stereo unspecified) | i
COc1ccccc1NC(=O)CSCc1ccccc1Cl | i
CCN1CCN(C(=O)c2ccccc2NC(=O)c2ccc(Br)cc2)CC1 | i
Cc1ccc(CN2C[C@H](O)C[C@H]2c2nc(-c3cccc(C)c3)no2)cc1 | i
CCN(CC1CCCCO1)C(=O)CCNC(=O)c1ccccc1F (stereo unspecified) | i

No new results follow: entries from further up.
SMILES | ST2 inh
COc1cc(C(=O)Nc2ccccc2Oc2ccccc2)cc(OC)c1OC | i
Fc1ccc2nc([C@H]3CCN(Cc4ccc(F)c(F)c4)C3)[nH]c2c1 | i
O=C(Nc1cccc(N2CCCS2(=O)=O)c1)c1ccc(Br)cc1 | ?
OCc1ccc(CN2C[C@H](O)C[C@H]2c2nc(-c3ccc(F)cc3)no2)o1 | ?
COc1cccc(NC(=O)NC[C@H]2O[C@@H](CO)[C@@H](O)[C@H]2N2CCN(c3ccc(F)cc3)CC2)c1 | ?

Following part
SMILES | ST2 inh
CCOC(=O)N1CCN(C(=O)c2ccc(N3CCC(NCCc4c(C)n[nH]c4C)CC3)cc2)CC1 | i
Cc1nc(Oc2ccc3c(C)cc(=O)oc3c2)c2c3c(sc2n1)CCC3 | i
CCCc1nnc2sc(-c3cn[nH]c3-c3cccc(OC)c3)nn12 | i
CC(C(=O)N(C)C)N(C)Cc1nn(C)c2cccc(Cl)c12 (stereo unspecified) | i
CCNC(=O)[C@@H]1C[C@@H](N)CN1C(=O)CCc1cn2ccccc2n1 | i
CN(C)C(=O)c1ccc(Br)cc1 | i
O=C1CC(c2nc(-c3ccccc3)cs2)C2(CCCCC2)O1 (stereo unspecified) | i
COCC1OC(OC2OC(=O)C(C(O)c3ccccc3)=C2c2ccccc2)C(NC(C)=O)C(O)C1O (stereo unspecified) | i
COC(=O)C1(C(=O)NC(C)C(=O)N(C)C)CC1 (stereo unspecified) | i
CCc1ccc(C2CC(c3ccc(Br)cc3)Nc3nc(N)nn32)cc1 (stereo unspecified) | ?
Cc1cc(C)c2[nH]c3nc(SC(C)C)nnc3c2c1 | i
COCCNC(=O)C[C@@H]1O[C@H](CNS(=O)(=O)c2ccc(Cl)cc2)[C@@H](O)[C@H]1O | i
O=C(NCC1CCCO1)c1cc2cc3ccc(Cl)cc3nc2o1 (stereo unspecified) | ?
Cc1cccn2c(=O)c(C=NCc3ccccc3)c(NCCO)nc12 | i
COc1cc2c(cc1OC)CN(Cc1ccccc1F)CC2 | i
COc1cccc(N2C(=O)Nc3ccc(Br)cc3C2(O)C(=O)NCCN(C)C)c1 (stereo unspecified) | i
COc1ccccc1NC1=CC(=NS(=O)(=O)c2ccc(C)cc2C)c2ccccc2C1=O | 95.0%*
CC(=O)N[C@H](C)C(=O)N(C)CC1(CO)CCC1 | i
CN(Cc1cc2n(n1)CCNC2)Cc1n[nH]c2c1CCCCC2 | i
CN(C)c1nc2c(c(=O)[nH]1)CCN(S(=O)(=O)N1CCCCCC1)C2 | i

Among those listed so far, these have a COOH group.
SMILES | ST2 inh
COc1cc(-c2cc(-c3ccccc3)nc(SCC(=O)O)c2C#N)cc(OC)c1OC | ?
O=C(O)[C@H]1C[C@@H](C(=O)NCc2ccncc2)CN(C(=O)CCC2CCCC2)C1 | ?

Later entries
SMILES | ST2 inh
COc1ccc(Nc2cc(C)nc(Nc3ccc(NC(=O)c4ccccc4F)cc3)n2)cc1 | ?
Cc1cc(C(=O)O)c(NC(=O)c2ccccc2)s1 | i
COc1cc(OC)c([C@H]2NCC[C@@]3(O)CCCC[C@H]23)cc1OC | i
COc1ccc(NC(=O)c2sc3nc(C)cc(C)c3c2N)cc1 | i
COc1ccc(NC(=O)c2cc(Cl)ccc2Cl)cc1[N+](=O)[O-] | ?
CC(C)c1ccc(NC2CCCN(C(=O)CCc3nc(-c4ccccc4)no3)C2)cc1 (stereo unspecified) | i
CCc1cccc(C)c1NC(=O)c1ccc(OC)c(Br)c1 | i
CCOC(=O)N1CCN(C(=O)c2ccc(N3CCC(NC4Cc5ccccc5C4)CC3)cc2)CC1 | i
O=C(NC1CCCCC1)N[C@H]1CCN2C(=O)c3cc(-c4ccccc4)ccc3NC(=O)[C@H]12 | i
O=C(CN1C(=O)c2ccccc2C1=O)Nc1ccc(O)c(-c2nc3ccccc3s2)c1 | ?

Bioassay records (PubChem BioAssay)
